hIAP block: blocks human intestinal alkaline phosphatase; hit rate 0.12% among 330,000; inhibition, % at 10 µM; AID 2544; P09923; purified IAP, CDP-Star luminescence, 30 min;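 active = inhibition reaching a set limit with compound at 10 µM in the primary screen, cut at about 35% in these data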;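 note: plate controls were DMSO wells with enzyme for no effect and no-enzyme buffer wells for full effect; values of inactives mirror those of a sister screen read the other way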
NLRP3 yeast inh: blocks the NALP3 inflammasome reconstituted in yeast; Yeast reconstituted NLRP3/ASC/caspase-1, beta-gal luminescence, 24 h; inhibition, % at 10 µM; hit rate 0.39% among 330,000; AID 2825;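 active = inhibition of 50% or more; inactive = inhibition below 50%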;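 note: plate controls were induced DMSO wells for no effect and uninduced yeast grown without galactose for full effect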
APOBEC3G inh: inhibitors of human APOBEC3G DNA deaminase; Q9HC16; recombinant A3G, ssDNA deamination FAM/TAMRA fluorescence; inhibition, % at 20 µM; hit rate 0.28% among 330,000;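 active = inhibition of at least 40% at 20 µM, with no more than 30% in the related APOBEC3A deaminase screen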;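 note: plate controls were DMSO wells with A3G for no effect and wells lacking A3G enzyme for full effect; some compounds called inactive have numbers as strong as hits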
Target sequence (Q9HC16 whole entry, looked up): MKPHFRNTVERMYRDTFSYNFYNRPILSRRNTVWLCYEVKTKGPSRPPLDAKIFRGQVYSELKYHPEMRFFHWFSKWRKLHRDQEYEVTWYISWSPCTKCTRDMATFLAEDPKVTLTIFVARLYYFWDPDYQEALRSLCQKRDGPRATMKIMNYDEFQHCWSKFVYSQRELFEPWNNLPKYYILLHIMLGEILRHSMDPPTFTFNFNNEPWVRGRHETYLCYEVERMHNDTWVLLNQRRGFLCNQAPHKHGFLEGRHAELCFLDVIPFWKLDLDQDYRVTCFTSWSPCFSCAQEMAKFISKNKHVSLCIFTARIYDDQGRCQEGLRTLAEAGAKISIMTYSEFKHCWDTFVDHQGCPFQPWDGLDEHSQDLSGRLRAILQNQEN
SENP1 FRET inh: blocks the human SENP1 SUMO protease catalytic domain. AID 624204. recombinant SENP1 catalytic domain, CyPet-SUMO1-YPet FRET cleavage. inhibition, % at 10 µM. hit rate 0.21% among 360,000. Q9P0U3;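 active = inhibition at least 30% at 10 µM, raw YFP signal under a set limit, fluorescence ratio 0.5 to 1.5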;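 note: 0% = enzyme with DMSO and 100% = no enzyme wells; some results filed as inactive read as strong as hits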
Target sequence (Q9P0U3 419-644 limits assumed): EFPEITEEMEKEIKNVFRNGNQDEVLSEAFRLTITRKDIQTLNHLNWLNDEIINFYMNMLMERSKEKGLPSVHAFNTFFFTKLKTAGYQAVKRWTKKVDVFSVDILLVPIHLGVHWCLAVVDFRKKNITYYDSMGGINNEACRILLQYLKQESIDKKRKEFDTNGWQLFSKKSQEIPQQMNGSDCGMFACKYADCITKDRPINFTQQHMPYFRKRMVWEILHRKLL
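Material: hSENP1 catalytic domain, recombinant; medium: Tris pH 8 with BME, BSA, NP40 and catalase; compound: single concentration of 10 µM compound, 0.5% DMSO final; technique: FRET read of cyan and yellow fluorescence; timing: 50 min enzyme reaction, room temperature, light-protected; reagent: SFCypet-SUMO1-SFYpet substrate at 25 nM; control set: no-enzyme low, enzyme-DMSO high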
A3A deaminase: inhibitors of human APOBEC3A DNA deaminase | recombinant A3A, FAM/TAMRA ssDNA deamination fluorescence | hit rate 0.41% among 330,000 | inhibition, % at 20 µM;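 active = at least 40% inhibition at 20 µM here, with at most 30% in a related deaminase screen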;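 note: plate controls were A3A with DMSO for no effect and wells lacking A3A enzyme for full effect; some results filed as inactive read as strong as hits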
Target sequence (P31941 whole entry, looked up): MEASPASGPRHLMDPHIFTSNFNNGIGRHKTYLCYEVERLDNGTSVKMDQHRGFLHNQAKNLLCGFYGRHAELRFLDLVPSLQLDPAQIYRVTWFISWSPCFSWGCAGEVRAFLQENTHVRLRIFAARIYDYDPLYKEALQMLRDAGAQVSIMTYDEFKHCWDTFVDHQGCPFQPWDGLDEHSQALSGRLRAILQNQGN
mIAP activ: mouse IAP activation; muIAP, CDP-Star luminescence, 30 min; stronger effect = higher value; 1 = vehicle-only enzyme signal, 0 = enzyme-free wells; activation factor at 10 µM; hit rate 0.24% among 330,000;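 active = activation factor of at least 2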; note: the source names both 10 and 20 µM as test concentration; values of inactives mirror those of a sister screen read the other way
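System: Mouse IAP enzyme | Also added: CDP-Star substrate | Dosing: Compounds dispensed in DMSO | Schedule: 30 min enzyme-substrate-compound incubation at room temperature | Technique: Chemiluminescence readout | Control set: DMSO-only wells and no-enzyme negative control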
mIAP inh: mouse IAP inhibition; purified mouse IAP, CDP-Star luminescence, 30 min; inhibition, % at 10 µM; hit rate 0.2% among 330,000;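 active = inhibition of at least 40% at 10 µM in the primary screen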;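 note: plate controls were DMSO with enzyme for no effect and no enzyme wells for full effect; values of inactives mirror those of a sister screen read the other way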
hIAP activ: human IAP activation | hit rate 0.16% among 330,000 | purified human IAP, CDP-Star luminescence, 30 min; stronger effect = higher value; 1 = vehicle-only enzyme, 0 = enzyme-free background | activation factor at 10 µM | AID 2524;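 active = activation factor of the enzyme at least 2-fold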; note: the source names both 10 and 20 µM as test concentration; values of inactives mirror those of a sister screen read the other way
beta cell repl: MIN6 beta-cell proliferation induction; MIN6 cells proliferation, ATPlite luminescence, 48 h; cells starved in 0.2% serum; 100% = growth in 10% serum; proliferation, % at 10 µM; hit rate 0.29% among 330,000; AID 2380;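 active = compounds whose signal lies at least 3.5 SD above the mean of all wells on their plate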;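 note: 0% = DMSO-treated cells in low-serum medium and 100% = 10% serum control; some compounds called inactive have numbers as strong as hits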
* hit, by the source's call; · = not tested or not shown; & = joins results of further samples.

SMILES | hIAP block | NLRP3 yeast inh | APOBEC3G inh | SENP1 FRET inh | A3A deaminase | mIAP activ | mIAP inh | hIAP activ | beta cell repl
COc1ccc(COC(=O)c2sc3nc4n(c(=O)c3c2C)CCC4)cc1 | -27.0 | 24.4 | -7.0 | 1.7 | -4.8 | 0.968 | 3.2 | 1.27 | -2.5
O=C(Nc1ccccc1)NC1CCCc2ccccc21 (configuration not stated) | 2.3 | -6.8 | -7.3 | 1.2 | -7.3 | 1.52 | -52.0 | 0.977 | 0.0
Cn1cccc1CC(=O)NNC(=S)NC(=O)c1ccc(F)cc1 | -78.8 | 5.8 | 4.5 | -4.3 | -3.3 | 0.897 | 10.3 | 1.79 | -2.0
CCC(=O)N1CCN(c2ccnc3cc(Cl)ccc23)CC1 | 6.2 | 13.8 | 1.6 | 0.2 | 2.8 | 1.05 | -5.4 | 0.938 | 4.6
C#CCOCCOCCOCCNc1nc(N2CCN(C(=O)[C@H]([C@@H](C)CC)n3cc([C@@H](N)Cc4ccc(O)cc4)nn3)CC2)nc(N2CCN(C(=O)[C@H](CCCCN)n3cc([C@@H](N)CC(C)C)nn3)CC2)n1 | 6.6 | 2.2 | -2.3 | · | -3.1 | 1.1 | -10.2 | 0.934 | -0.9
Cc1ccccc1NC(=O)C1CCN(C(=O)NC2CCCCC2)CC1 | -3.8 | 13.6 | -3.0 | 4.0 | 3.2 | 0.951 | 4.9 | 1.04 | -0.6
O=C(CSc1nnc(Cc2ccccc2)o1)NCCc1ccccc1 | 11.0 | 13.8 | -1.7 | 0.6 | 0.8 | 1.09 | -9.1 | 0.89 | -1.2
CCC(=O)N1CCN(c2ccc(NC(=O)COc3ccccc3Cl)cc2)CC1 | -13.7 | 12.8 | -3.3 | 1.7 | 1.4 | 0.978 | 2.2 | 1.14 | -3.1
Clc1cccc(-c2nc(NCCCN3CCOCC3)c3ccccc3n2)c1 | 1.1 | 10.2 | -4.3 | -0.7 | -1.1 | 0.934 | 6.6 | 0.989 | -5.3
O=C(N1CCOCC1)N1CCN(c2ccccc2)CC1 | -12.8 | 16.2 | 1.2 | 0.4 | -1.6 | 0.958 | 4.2 | 1.13 | -4.3
Cc1cc2oc(=O)cc(CN3CCN(Cc4ccccc4)CC3)c2cc1Cl | -1.5 | 6.7 | -1.5 | -5.5 | -1.9 | 0.975 | 2.5 | 1.01 | 0.0
COc1ccc(S(=O)(=O)Nc2cccc(N(C)S(C)(=O)=O)c2)cc1Br | 2.2 | 7.9 | -6.5 | 1.7 | -2.1 | 0.999 | 0.1 | 0.978 | -0.2
CCOCCn1c(CN2CCC(Cc3ccccc3)CC2)nc2c1c(=O)n(C)c(=O)n2C | 5.5 | 13.6 | -0.6 | 1.8 | 0.7 | 0.939 | 6.1 | 0.945 | -0.4
CCCc1nc2ccccc2n1CCOC | -3.2 | 4.7 | -3.4 | -1.2 | -2.6 | 1.05 | -5.3 | 1.03 | 0.2
Cc1ccccc1CSCC(=O)Nc1c(C)n(C)n(-c2ccccc2)c1=O | 1.0 | 11.8 | -4.0 | 2.9 | 1.4 | 1.01 | -0.8 | 0.99 | -2.0
O=c1cc(-c2ccccc2)oc2ccccc12 | 3.0 | 27.7 | 0.3 | 0.4 | 4.8 | 0.943 | 5.7 | 0.97 | -0.3
COc1cc(NC(=O)c2ccccc2F)c(OC)cc1NC(=O)CN1CCCCC1 | 10.7 | 24.4 | -6.4 | -0.2 | -3.3 | 0.877 | 12.3 | 0.893 | 9.3*
N/C(=N\OC(=O)CCc1ccccc1)c1ccc(Cl)cc1 | -11.5 | 6.5 | -6.5 | 4.1 | -2.4 | 0.961 | 3.9 | 1.11 | 0.0
C=CC1=C2C=C(C3CC3)N(CC3CC3)C=C2C(=O)C(C)(OC(=O)c2ccco2)C1=O (configuration not stated) | 20.1 | -8.8 | -9.5 | -22.0 | -6.2 | 0.919 | 8.1 | 0.799 | 3.2
Cc1nn(Cc2ccccc2Cl)c2sc(C(=O)Nc3ccccc3N3CCOCC3)cc12 | 4.3 | 8.0 | -1.4 | -1.5 | 0.0 | 0.895 | 10.5 | 0.957 | -0.2
Oc1ccc(Cl)cc1C1=NNC(c2cc(Br)cc3c2OCOC3)C1 (configuration not stated) | -2.1 | 0.8 | -4.4 | -0.2 | 0.1 | 0.909 | 9.1 | 1.02 | -4.8
CC(C)CNC(=O)c1ccc2c(c1)C(=O)N(Cc1ccco1)C2=O | -7.2 | 10.1 | -1.6 | 2.3 | -5.0 | 1.09 | -9.3 | 1.07 | -2.8
COCCn1c(SCC(=O)NC(C)c2ccc(F)cc2)nc2ccccc21 (configuration not stated) | 1.1 | 9.9 | -1.1 | -2.8 | 1.6 | 1.03 | -3.0 | 0.989 | -1.8
Cc1cccc(NC(=S)NC2CC3CCC(C2)N3Cc2ccco2)c1C (configuration not stated) | 6.9 | 14.1 | -5.0 | 2.2 | -3.8 | 1.05 | -4.6 | 0.931 | 1.4
CC(=O)Nc1ccc(S(=O)(=O)NCCC(=O)Nc2ccc(C)c(F)c2)cc1 | -3.0 | -5.1 | -10.9 | -1.1 | -3.3 | 0.981 | 1.9 | 1.03 | 0.3
Remaining list, next part:
SMILES | hIAP block | NLRP3 yeast inh | APOBEC3G inh | SENP1 FRET inh | A3A deaminase | mIAP activ | mIAP inh | hIAP activ | beta cell repl
COc1ccc(C)cc1NC(=O)c1[nH]c(C)c(C(C)=O)c1C | 0.0 | 19.2 | -11.6 | 0.3 | -4.6 | 0.951 | 4.9 | 1 | 0.7
COCCNC(=O)Cn1c(=O)n(CCCC(=O)NCc2ccc3c(c2)OCO3)c(=O)c2sccc21 | 8.9 | 6.9 | -2.2 | 0.1 | 1.9 | 0.976 | 2.4 | 0.911 | -0.5
Cc1cc(C(=O)OCc2nc3ccccc3s2)c(C)o1 | 6.0 | 40.2 | 0.7 | 1.2 | -0.2 | 1.06 | -6.0 | 0.94 | 8.7*
CCn1c(COc2ccccc2C)nnc1SCC(=O)N1CCCCC1 | -10.1 | 8.2 | -6.8 | 0.4 | -2.7 | 0.922 | 7.8 | 1.1 | 1.8
O=C(NCc1ccccn1)C(=O)Nc1cccc2ccccc12 | -7.2 | 20.5 | -8.3 | 1.9 | -1.0 | 0.991 | 0.9 | 1.07 | -0.5
CCCCCC(=O)N1CCN(CCN=CC2=C(O)CC(c3ccc(OC)c(OC)c3)CC2=O)CC1 (configuration not stated) | 3.4 | 57.8* | -0.5 | 2.1&2.3 | 1.5 | 1.13 | -12.6 | 0.966 | -3.0
Cc1cc(NC(=O)COc2ccc(F)c(Cl)c2)no1 | 20.1 | 18.3 | -4.4 | -0.2 | -2.3 | 0.959 | 4.1 | 0.799 | 4.2
CC1(C)CC(=O)C(CS(=O)(=O)c2ccccc2)=C(Cl)C1 | -11.9 | 13.4 | -10.1 | -0.6 | -3.8 | 0.897 | 10.3 | 1.12 | -6.7
Cc1cc(C(=O)NN=C2CCCC2)c2ccccc2n1 | -29.8 | 7.5 | 4.2 | 0.4 | -0.6 | 1 | -0.1 | 1.3 | -2.9
Cc1ccc(S(=O)(=O)Nc2ccc(S(=O)(=O)N3CCOCC3)cc2)cc1 | 12.9 | 8.7 | -3.1 | 2.1 | -0.3 | 1.17 | -17.4 | 0.871 | -0.6
COc1cccc(CNC(=O)CN2C(=O)CSc3ccc(S(=O)(=O)N4CCCCC4)cc32)c1 | -10.8 | 4.0 | -3.1 | -0.6 | 0.3 | 1.03 | -3.4 | 1.11 | -2.5
CC(C)c1ccc(NC(=O)c2cc(S(=O)(=O)N3CCCC3)c[nH]2)cc1 | -22.1 | 16.8 | 6.2 | 1.7 | 5.8 | 0.918 | 8.2 | 1.22 | -0.3
Cc1nc2ccc(NC(=O)C3CCN(S(=O)(=O)c4cccs4)CC3)cc2s1 | 3.2 | 0.4 | -5.5 | 1.1 | -4.0 | 1.29 | -28.7 | 0.968 | 0.7
Cc1cc(C)n2nc(C(=O)Nc3ccc(N4CCOCC4)cc3)nc2n1 | 1.9 | 8.6 | 6.8 | 1.4 | 15.5 | 1.15 | -14.8 | 0.981 | 1.5
O=[N+]([O-])C(/C=C(\Cl)[N+](=O)[O-])=C1N(Cc2ccc(Cl)nc2)CCN1Cc1ccc(Cl)nc1 | -19.2 | 25.2 | -3.6 | -1.5 | -1.6 | 0.845 | 15.5 | 1.19 | -1.9
Cc1c(C)c2cc(Cl)c(O)c(CN3CCN(C)CC3)c2oc1=O | 11.0 | -11.0 | -4.2 | -61.1 | -1.4 | 0.939 | 6.1 | 0.89 | 2.9
O=C(Nc1ccc(F)cc1)C1CCCN(S(=O)(=O)c2cccc3cccnc23)C1 (configuration not stated) | 5.0 | 12.0 | -2.4 | 0.0 | -1.6 | 0.963 | 3.7 | 0.95 | 3.8
CCN(CC)C(=O)[C@H]1C[C@H](CC(=O)NCC23CC4CC(CC(C4)C2)C3)C(=O)N2CCc3c([nH]c4ccc(Cl)cc34)[C@]12C | · | · | 3.1 | -0.1 | 3.5 | 0.99 | 1.0 | · | ·
COc1cccc(NC(=O)CN2C(=O)NC(c3ccccc3)(c3ccccc3)C2=O)c1 | -1.3 | 4.9 | -4.8 | 3.3 | -2.6 | 1.05 | -5.3 | 1.01 | 0.3
Cc1ccc(C(=O)NCCCNCCCN(C)C)cn1 | 8.4 | 5.6 | 25.8 | 2.4 | 11.7 | 1.02 | -2.0 | 0.916 | 2.0
CCOc1ccc(C(=O)NNC(=O)c2cc(C)oc2C)cc1 | -2.7 | 17.4 | 0.1 | 0.0 | -1.8 | 0.986 | 1.4 | 1.03 | -3.3
CCOC(=O)C1CCN(S(=O)(=O)c2ccc(-n3cnnn3)c(C)c2)CC1 | -12.6 | 3.4 | -4.2 | 1.0 | -1.2 | 1.04 | -4.0 | 1.13 | -3.6

Screens (PubChem BioAssay)

The list is partial; rates above refer to the full screens.
